Assay outcomes (PubChem)
RXFP1 antagonist = qHTS Assay for Antagonists of the Relaxin Receptor RXFP1. HEK293-RXFP1, relaxin-stimulated cAMP HTRF, 30 min; hits give low values. AID 1259400, 2018. Relaxin receptor 1 (Homo sapiens), Q9HBX9. activity change, negative = inhibition, % at 57.5 µM. 350,000 tested, 0.59% active;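 active means activity change of -60% or lower, but not beyond a set lower limit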; further: on the % scale 0 is the no-effect control and ±100 the full control effect
D1 ag = Allosteric Agonists of the Human D1 Dopamine Receptor: qHTS; activation, % at 2 µM; AID 504660, 2011; HEK293 T-REx D1 cells, calcium flux, agonist mode; 360,000 tested, 1% active; D(1A) dopamine receptor (Homo sapiens), P21728; further: 0% is about no effect
Target sequence (P21728 whole entry, looked up): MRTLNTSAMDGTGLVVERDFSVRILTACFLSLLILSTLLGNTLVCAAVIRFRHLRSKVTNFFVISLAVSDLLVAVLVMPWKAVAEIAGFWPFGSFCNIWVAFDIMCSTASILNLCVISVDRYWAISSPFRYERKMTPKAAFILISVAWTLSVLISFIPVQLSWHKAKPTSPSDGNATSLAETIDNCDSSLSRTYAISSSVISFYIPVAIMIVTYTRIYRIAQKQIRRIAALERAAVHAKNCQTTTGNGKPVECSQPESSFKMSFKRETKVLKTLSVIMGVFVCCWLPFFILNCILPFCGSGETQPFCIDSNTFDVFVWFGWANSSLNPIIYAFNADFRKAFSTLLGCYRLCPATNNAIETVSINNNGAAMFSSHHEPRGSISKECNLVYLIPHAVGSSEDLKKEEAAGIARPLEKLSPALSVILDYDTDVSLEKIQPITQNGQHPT
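Agonism was scored from calcium flux recorded over 180 s (1 read/s) after pintool compound addition, following a 10-cycle baseline. Cells were inducible force-coupled HEK293 TREx D1, plated overnight at 30 C and loaded with no-wash calcium dye.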
D1 PAM = Potentiators of Human D1 Dopamine Receptor: qHTS; HEK293 TREx D1 cells, calcium flux, dopamine EC20 potentiation; potentiation, % at 10 µM; 360,000 tested, 0.036% active; AID 504651, 2011; in the data active means potentiation above about 30%; further: 0% is about no effect
TRHR enhancer = qHTS for Small Molecule Agonists and Allosteric Enhancers of Human TRH Receptor: Primary Screen for Enhancers. 360,000 tested, 0.66% active. enhancement, % at 2 µM. AID 493056, 2011. TRHR cells, fluo-8 calcium fluorescence, EC20 TRH enhancement. Thyrotropin-releasing hormone receptor (Homo sapiens), P34981; in the data active means enhancement above about 30%; further: 0% is about no effect
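TRHR-expressing cells loaded with fluo-8 calcium dye were read kinetically (ex 480/em 530) during compound addition, then stimulated with an EC20 of TRH (10 nM final). Enhancement of the Gq-mediated intracellular calcium response was scored.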
D1 antagonist = Antagonist of Human D 1 Dopamine Receptor: qHTS; D(1A) dopamine receptor (Homo sapiens), P21728; HEK293 TREx D1 cells, calcium flux, dopamine EC80; hits give low values; activity change, negative = inhibition, % at 10 µM; 360,000 tested, 3.2% active; AID 504652, 2011; in the data active means activity change below about -30%; further: on the % scale 0 is the no-effect control and ±100 the full control effect
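Calcium flux readout: force-coupled, inducible Hek293 Trex D1 line, cells induced overnight at 30 C with tetracycline, dye-loaded 30–90 min at RT. Antagonism scored against EC80 dopamine challenge given 180 s after compound.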
D2 antagonist = HTS Assay for Allosteric Antagonists of the Human D2 Dopamine Receptor: Primary Screen for Antagonists; D(2) dopamine receptor (Homo sapiens), P14416; HEK293 TREx D2 cells, calcium flux, dopamine EC80; inhibition, % at 10 µM; 340,000 tested, 2% active; in the data active means inhibition above about 30%; further: 0% is about no effect
Target sequence (P14416 whole entry, looked up): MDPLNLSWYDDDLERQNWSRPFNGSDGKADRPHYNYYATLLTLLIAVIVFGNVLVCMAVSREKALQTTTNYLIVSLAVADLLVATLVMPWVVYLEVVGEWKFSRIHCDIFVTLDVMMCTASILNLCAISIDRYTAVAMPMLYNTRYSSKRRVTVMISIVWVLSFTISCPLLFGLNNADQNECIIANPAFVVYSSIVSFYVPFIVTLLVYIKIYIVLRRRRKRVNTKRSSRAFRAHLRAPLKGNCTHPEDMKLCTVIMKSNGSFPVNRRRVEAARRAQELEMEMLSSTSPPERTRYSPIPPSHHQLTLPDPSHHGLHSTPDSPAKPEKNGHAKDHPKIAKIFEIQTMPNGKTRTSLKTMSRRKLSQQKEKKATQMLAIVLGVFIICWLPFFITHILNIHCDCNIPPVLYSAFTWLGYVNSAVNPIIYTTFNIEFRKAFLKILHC
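Overnight-induced (tetracycline, 30 C) HEK293 T-REx cells carrying force-coupled D2 receive a no-wash calcium dye, then compound, then EC80 dopamine at 180 s; signals are read kinetically throughout.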
TRHR agonist = qHTS for Small Molecule Agonists and Allosteric Enhancers of Human TRH Receptor: Primary Screen for Agonists. AID 493084, 2011. Thyrotropin-releasing hormone receptor (Homo sapiens), P34981. TRHR cells, calcium flux fluo-8, FDSS agonist mode. activation, % at 2 µM. 360,000 tested, 0.18% active; further: 0% is about no effect
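TRHR-expressing cells loaded with fluo-8 calcium dye; 23 nL library compound pin-transferred, kinetic FDSS fluorescence (Ex 480/Em 530) recorded about 180 s for agonist-induced calcium release, before a 10 nM TRH EC20 addition for potentiator mode.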
D2 agonist = HTS Assay for Allosteric Agonists of the Human D2 Dopamine Receptor: Primary Screen for Agonists. activation, % at 2 µM. D(2) dopamine receptor (Homo sapiens), P14416. 340,000 tested, 0.53% active. HEK293 T-REx D2 cells, calcium flux agonist mode;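 active means activation over 3 SD above normal in the single-dose calcium agonist read, cut at about 30% in these data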; further: 0% is about no effect
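Agonism is scored from calcium flux in a force-coupled, inducible HEK293 cell line expressing D2, read kinetically for 180 s after compound addition against dopamine controls.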
D2 potentiator = HTS Assay for Positive Allosteric Modulators of the Human D2 Dopamine Receptor: Primary Screen for Potentiators; D(2) dopamine receptor (Homo sapiens), P14416; HEK293 T-REx D2, calcium flux, EC20 dopamine potentiation; potentiation, % at 10 µM; 340,000 tested, 0.34% active;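 active means potentiation over 3 SD above the plate norm, cut at about 30% in these data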; further: 0% is about no effect
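Potentiation of an EC20 dopamine calcium response measured kinetically over 180 s, after a preceding 180 s compound-only read flagging agonists. Cells: inducible Hek293 Trex D2 line, 4000/well, cultured overnight at 30 C before dye loading.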
Starred values were filed as active, the others as inactive; nt = not tested or not shown. Unless noted, no stated cut-off is given here; in the data, active means activation above about 30%; inactive means the rest. Rows were taken by chance (roughly 7.3% active in at least one column).

SMILES	RXFP1 antagonist	D1 ag	D1 PAM	TRHR enhancer	D1 antagonist	D2 antagonist	TRHR agonist	D2 agonist	D2 potentiator
Cc1ccc(NC(=O)c2noc3c2CCc2ccccc2-3)cc1	-16.8	4.9	-7.5	-6.2	1.0	-3.8	0.6	0.3	12.6
O=C(CCS(=O)(=O)c1ccc(F)cc1)Nc1nc(-c2ccccn2)cs1	-24.6	5.2	-0.2	0.7	1.1	6.7	0.2	0.1	-9.2
Cc1ccc(-n2c(C)csc2=N)cc1	11.2	2.0	-2.8	-1.6	-18.6	-3.7	-0.1	-1.6	4.1
NC(=O)C1CCN(CC(=O)NC2CCCc3ccccc32)CC1 (stereo not drawn)	12.0	1.0	-3.0	-2.6	6.0	6.6	1.8	0.2	-2.2
COc1cc(NC(=O)c2cc3ccc4cccnc4c3[nH]2)cc(OC)c1OC	11.7	0.0	-0.4	13.8	-1.0	nt	-1.5	-0.8	-3.3
COCCCNC(=O)CSc1nc2cc3c(cc2c(=O)n1CCCCCC(=O)NCCc1ccc(OC)c(OC)c1)OCO3	3.8	-0.1	-1.6	-4.7	9.3	nt	-0.2	nt	5.7
CCN(CC)CCOC(=O)c1ccc(Nc2c3c(nc4ccccc24)CCC3)cc1	-16.2	4.1	-0.9	-10.0	-9.1	nt	0.5	-0.3	-28.0
CCCCc1nn(-c2cc(Cl)ccc2OC)c2c1C(=O)CC(C)(C)C2	nt	6.3	-4.2	2.8	13.4	-20.1	-0.4	-0.7	17.0
CN1C(=O)CC(c2ccccc2)CC1=O	nt	3.7	-2.2	1.9	-6.9	-5.5	-0.1	0.1	14.8
COC(=O)C(CCSC)NC(=O)c1cc2c(n(-c3ccc(OC)cc3)c1=O)CC(C)(C)CC2=O (stereo not drawn)	-22.6	-0.7	-5.2	16.8	-5.9	nt	0.0	-0.1	8.3
Nc1ccc(C(=O)Nc2nccs2)cc1	-7.0	3.7	-3.6	5.5	-19.5	1.1	0.2	2.5	8.7
COc1cc2c(cc1OC)C(c1ccc(Cl)cc1)N(c1cccc(C#N)c1)C(=O)C2 (stereo not drawn)	-19.0	-0.7	1.2	-2.8	2.1	nt	0.9	5.3	-0.8
CCC(C)[C@H](NS(=O)(=O)c1ccc(C)cc1)C(=O)N1CCC(C(=O)N[C@H](C(=O)O)c2ccccc2)CC1 (stereo partly drawn)	nt	2.1	-0.3	1.7	13.3	-10.2	-0.5	-1.4	-6.1
CNC(=O)C(=O)NCC1OCCN1S(=O)(=O)c1ccc(OC)c(OC)c1 (stereo not drawn)	-1.3	1.1	0.7	-0.7	-1.1	12.2	0.7	1.7	-16.6
COc1ccc(CN2CCNC(=O)C2CC(=O)NCC2CCOCC2)c(C)c1C (stereo not drawn)	-0.9	6.7	-1.2	1.9	16.8	-2.0	0.3	0.8	7.8
Cc1ccc(-c2nc(CS(=O)CC(=O)NCCCN3CCN(Cc4ccccc4)CC3)c(C)o2)cc1 (stereo not drawn)	1.5	-0.2	-8.3	-7.8	-3.3	8.1	-0.4	0.4	-1.2
COc1ccc(NC(=O)c2[nH]c(C)c(C(C)=O)c2C)cc1S(=O)(=O)Nc1ccc(Br)cc1	-28.4	3.3	-6.2	2.4	7.9	1.4	0.5	1.1	10.5
OCC1(Cc2ccccc2)CCCN(Cc2c[nH]c3ccccc23)C1 (stereo not drawn)	-11.7	14.3	-2.4	6.0	12.0	5.5	2.9	-1.9	10.5
COc1ccc(NC(=O)C(NC(=O)Cc2cccs2)c2ccc(OC)cc2)cc1 (stereo not drawn)	-12.3	7.4	-0.3	-0.1	3.8	nt	1.0	0.8	15.2
CCOc1cccc(C2CC(=O)Nc3cc4c(cc32)OCCO4)c1 (stereo not drawn)	2.6	45.3*	0.2	-1.2	-32.0*	nt	5.4	2.0	8.5
Cc1cc(C)cc(NC(=S)NCCc2ccc(S(N)(=O)=O)cc2)c1	-10.4	2.4	-8.3	3.8	-1.6	-12.4	0.1	-1.1	-14.6
COc1ccc(-c2c(-c3cc(OC)cc(OC)c3)n(C)c3ccc(-c4cc(F)cc(OC)c4)cc23)cc1	nt	-1.7	-3.5	-5.3	nt	-1.6	0.2	0.2	-3.6
COc1cc(CNc2ncn[nH]2)ccc1OCC(=O)NC(C)(C)C	-10.9	3.0	0.2	2.5	0.0	nt	1.2	nt	nt
CN(C(=O)COC(=O)COc1ccccc1F)C1CCS(=O)(=O)C1 (stereo not drawn)	-8.5	3.0	0.1	2.0	16.3	0.4	0.1	-0.5	-2.2
COc1ccc(-n2c(SCC(=O)Nc3cc(C)cc(C)c3)nc3c(oc4ccccc43)c2=O)cc1	nt	5.4	-5.7	2.1	1.3	nt	0.7	1.0	16.0

Some of these compounds in order of number of heavy atoms, rising:
SMILES	RXFP1 antagonist	D1 ag	D1 PAM	TRHR enhancer	D1 antagonist	D2 antagonist	TRHR agonist	D2 agonist	D2 potentiator
Cc1ccc(-n2c(C)csc2=N)cc1	11.2	2.0	-2.8	-1.6	-18.6	-3.7	-0.1	-1.6	4.1
Cc1cc(C)cc(NC(=S)NCCc2ccc(S(N)(=O)=O)cc2)c1	-10.4	2.4	-8.3	3.8	-1.6	-12.4	0.1	-1.1	-14.6
O=C(CCS(=O)(=O)c1ccc(F)cc1)Nc1nc(-c2ccccn2)cs1	-24.6	5.2	-0.2	0.7	1.1	6.7	0.2	0.1	-9.2
COc1ccc(NC(=O)c2[nH]c(C)c(C(C)=O)c2C)cc1S(=O)(=O)Nc1ccc(Br)cc1	-28.4	3.3	-6.2	2.4	7.9	1.4	0.5	1.1	10.5

Next part
SMILES	RXFP1 antagonist	D1 ag	D1 PAM	TRHR enhancer	D1 antagonist	D2 antagonist	TRHR agonist	D2 agonist	D2 potentiator
CCN(C(=O)c1cc2c(=O)[nH]c3ccc(C)cc3c2s1)c1cccc(C)c1	-8.0	2.1	4.5	4.2	-0.1	nt	0.0	nt	nt
O=C1NC2=C(C(=O)CCC2)C(c2ccccc2)N1 (stereo not drawn)	-5.1	2.9	-5.2	11.1	-9.6	nt	-1.7	nt	nt
CCOC(=O)c1c(SC)[nH]c2c(Cl)cccc2c1=O	5.4	1.1	6.2	-4.6	0.5	-2.2	-0.1	-0.7	-4.3
CCn1c(=NC(=O)CCS(=O)(=O)c2ccccc2)sc2cccc(OC)c21	-6.5	2.9	-3.4	-8.4	12.0	-3.8	-0.7	0.0	1.2
CCOC(=O)C(Cc1c[nH]c2ccccc12)NC(=O)COc1ccc(CC)cc1 (stereo not drawn)	-5.8	2.8	0.5	-3.6	0.9	nt	-0.9	-1.3	3.3
CCOc1cc(C(=O)Oc2cc(C)[nH]c(=O)c2[N+](=O)[O-])cc(OCC)c1OCC	-8.7	2.3	1.1	2.5	2.6	1.6	-0.1	0.6	-0.4
COCCNC(=O)Cn1c(=O)n(CCCC(=O)NCc2ccc3c(c2)OCO3)c(=O)c2sccc21	-5.4	0.7	-14.9	-3.0	-3.6	8.4	0.8	0.7	-4.9
Cc1ccc(S(=O)(=O)N(CC(=O)N/N=C/c2ccc(F)cc2)c2cccc3cccnc23)cc1	12.3	6.2	-4.3	-2.6	4.3	7.0	-0.6	0.7	15.0
Cc1ccc(C(=O)C2=C(O)C(=O)N(CCCn3ccnc3)C2c2ccc(OC(C)C)cc2)o1 (stereo not drawn)	20.3	-0.1	1.1	-0.5	4.9	-0.2	0.0	0.8	11.3
O=C(Nc1cccc(NC(=O)c2cccnc2Cl)c1)c1ccco1	-3.2	3.0	-4.3	-7.9	-9.2	19.9	0.9	0.4	-19.2
CCCCP(=O)(CCCC)Cc1ccccc1	-1.4	0.5	-0.3	1.6	0.7	nt	0.6	nt	-12.7
O=C(Nc1nnc(COc2ccccc2F)s1)Nc1ccccc1F	-2.9	5.1	-7.9	5.4	5.1	5.4	-0.1	-0.7	3.8
Cc1ccc(CC2S/C(=N/N=C/c3ccco3)NC2=O)cc1 (stereo not drawn)	9.3	-2.8	-4.0	2.9	-8.6	5.6	-0.6	-0.2	-2.4
O=C(NNC(=S)NC(=O)c1ccccc1[N+](=O)[O-])c1ccccc1Cl	-23.1	2.1	-4.2	2.1	-2.4	11.6	-0.1	-0.7	8.1
COc1ccc(-c2csc(NC(=O)CS(=O)(=O)c3ccc(F)cc3)n2)cc1OC	-1.0	6.9	-2.9	-10.5	-22.4	-7.5	0.7	-0.2	-8.3
CCCN1CCC(=NNc2ccc(S(N)(=O)=O)cc2[N+](=O)[O-])CC1	10.7	2.3	10.2	-2.1	13.4	-29.0	0.6	-2.5	3.2
Cc1cc(NC(=O)CSc2nc3c(C)cccc3cc2C)no1	1.4	3.1	-4.5	4.0	-8.0	15.8	-1.6	-1.1	19.6
CC(C)Cn1c(SCC(=O)N(C)C2CCS(=O)(=O)C2)nc2cc(Cl)ccc2c1=O (stereo not drawn)	-18.9	3.6	-0.3	-10.2	0.7	-0.5	-1.1	0.8	-15.8
COc1cc2c(cc1NC(=O)COC(=O)CNC(=O)c1ccccc1)oc1ccccc12	-6.6	4.7	-4.7	-7.2	-19.3	14.9	1.0	0.0	-3.3
Nc1nc2c(s1)CCc1ccccc1-2	3.4	1.7	8.8	-1.6	-9.7	25.4	-0.7	3.6	10.5
Cn1c(SCC(=O)NC2CCCCC2)nnc1-c1cccnc1	-9.6	-1.7	-0.8	15.7	-12.1	14.8	0.1	0.8	9.3
COc1ccccc1NC(=O)CSc1nnc(Cc2ccccc2)o1	17.3	0.2	-4.7	5.0	10.0	16.2	-0.3	0.7	-7.3
C=CCOCCN(C)C1=NS(=O)(=O)c2cc([N+](=O)[O-])ccc21	-7.7	3.0	5.5	2.5	8.7	14.1	0.1	-0.1	7.6
CCOC(=O)c1cnc(SCC(=O)c2ccc(Cl)cc2)nc1N	-11.8	5.0	-2.2	7.5	-15.3	11.2	-0.2	0.5	-2.5
CCOC(=O)c1[nH]cnc1C(=O)NCc1ccccc1	nt	1.7	1.7	-1.6	8.2	-16.4	0.2	0.0	3.8
COC(=O)C1CN(C(=O)COc2ccc(Cl)cc2C)c2ccccc2O1 (stereo not drawn)	-11.8	3.6	-0.9	3.4	-12.1	-2.1	0.2	0.9	0.0
COc1ccccc1C(=O)NCC(=O)Nc1ccc2c(c1)CCC2	6.8	0.6	-2.7	3.5	3.3	-9.0	-0.4	0.2	3.7

Shown as a hit in D1 ag, among the entries above:
molecule	RXFP1 antagonist	D1 ag	D1 PAM	TRHR enhancer	D1 antagonist	D2 antagonist	TRHR agonist	D2 potentiator
CCOc1cccc(C2CC(=O)Nc3cc4c(cc32)OCCO4)c1 (stereo not drawn)	2.6	45.3*	0.2	-1.2	-32.0*	nt	5.4	8.5
